High-throughput results: PubChem BioAssay, National Center for Advancing Translational Sciences (NCATS)
A549 tox: Nrf2 qHTS screen for inhibitors: counterscreen for cytotoxicity; A549 ARE-Fluc cells, CellTiter-Fluor viability, 18-24 h; Potency, µM (highest dose often 46 µM), for the others: top-dose activity change, negative = cytotoxicity, actives largely listed as inhibitors; hit rate 0.16% among 390,000; also: potency is read from the fitted curve at half-maximal effect; % is scaled to controls: 0 for no effect and ±100 for the full control effect
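Cytotoxicity counterscreen: CellTiter-Fluor fluorescence was measured in A549 ARE_Fluc cells after 18-24 h of compound exposure in a concentration series. The subsequent BugLite luminescent read reports ARE-luciferase activity.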
ATXN viability: Viability Counterscreen for Primary qHTS for Inhibitors of ATXN expression | S2 cells (HEK-293 line with an ATXN2-luciferase reporter) viability, CellTiter-Fluor protease fluorescence, 24 h | Potency, µM (doses to about 56.7 µM), actives largely listed as cytotoxic | hit rate 0.49% among 400,000; also: potency is read from the fitted curve at half-maximal effect; nearly all actives have a fitted effect of over 40% in size
Nrf2 activator: qHTS of Nrf2 Activators. AREc32 ARE-luciferase reporter (MCF7-derived line), luminescence, 24 h. Potency, µM (series often up to 46.1 µM), inactives show at the top dose activation, usual class: activators. hit rate 0.31% among 410,000. AID 624171, 2012; also: potency is read from the fitted curve at half-maximal effect; % of control where 0% means no effect; nearly all actives have a fitted effect of over 65% in size
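ARE-driven firefly luciferase activity in AREc32 cells measured after a 24 hr compound exposure at 37 deg C, using Steady-Glo reagent and a 30 min room-temperature hold.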
HepG2 tox: qHTS for Inhibitors of TGF-b: Cytotox Counterscreen | HepG2 CAGA-GFP viability, ATP luminescence, 18 h | Potency, µM (doses to about 46.1 µM), for the others: at the highest dose activity change, negative = cytotoxicity, most hits filed as cytotoxic | hit rate 0.76% among 410,000 | AID 588856, 2011; also: potency is read from the fitted curve at half-maximal effect; some results filed as inactive show a strong effect at the top dose
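CellTiter-Glo luminescence gave cytotoxicity after 18 hours at 37 degrees C. The cells were HepG2 CAGA-GFP in 1% FBS DMEM, stimulated with 500 pg/mL TGF-beta after compound addition. %Activity was normalised to no-cell wells (complete cell-killing) and DMSO (no toxicity), and curves were fitted and classified.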
ATXN2 expr inh: Primary qHTS for Inhibitors of ATXN expression; Potency, µM (top dose mostly 57 µM), for the others: at the highest dose activity change, negative = inhibition, actives largely listed as inhibitors; AID 1745845, 2022; hit rate 0.72% among 360,000; HEK-293 ATXN2-luciferase reporter, luminescence, 24 h; also: potency is read from the fitted curve at half-maximal effect; % is scaled to controls: 0 for no effect and ±100 for the full control effect; nearly all actives have a fitted effect of over 55% in size
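ATXN2-luciferase reporter cells (luciferase flanked by upstream and downstream ATXN2 gene portions) were treated 24 h at 37 °C with compounds at up to 57 uM. SteadyGlo luminescence gave expression; GF-AFC fluorescence gave viability.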
Nrf2 block: Nrf2 qHTS screen for inhibitors | Potency, µM (doses to about 46 µM), for the others: at the top dose activity change, negative = inhibition, actives largely listed as inhibitors | hit rate 2.1% among 360,000 | AID 504444, 2011 | A549 ARE-Fluc reporter, luciferase luminescence, 18-24 h; also: potency is read from the fitted curve at half-maximal effect; % is scaled to controls: 0 for no effect and ±100 for the full control effect; nearly all actives have a fitted effect of over 60% in size
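Concentration-response testing used A549 ARE_Fluc cells at 5000 cells/well. Following an 18-24 h compound incubation, viability was read by fluorescence (Ex 405/Em 525) and luciferase output by luminescence.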
IL-2 act: qHTS of IL-2 Activators; IL-2 activation reporter assay, cell-based qHTS; stimulated with anti-CD3/CD4/CD28 beads; in transgenic mouse T cells; activation, % (series mostly up to about 46 µM); hit rate 0.065% among 360,000; AID 652025, 2013; in the data active = activation above about 50%; inconclusive = mostly about 30% to 49%; also: 0% is about no effect
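Using fluorescent plate cytometry, EGFP and DsRed are detected in transgenic mouse T cells stimulated 18 h at 37 degrees C with antibody-coated beads after 60 min compound pretreatment.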
EPAC2 ag: qHTS for Agonist of cAMP-regulated guanine nucleotide exchange factor 4 (EPAC2): primary screen. Potency, µM (top dose mostly 154 µM), for inactives: at the highest dose activation, actives largely listed as activators. hit rate 0.079% among 360,000. EPAC2 activation, biochemical qHTS; response scale: 100% = 6.5 mM cAMP response. AID 720711, 2013; also: potency is read from the fitted curve at half-maximal effect; nearly all actives have a fitted effect of over 50% in size
Target sequence (Q8WZA2 whole entry, looked up): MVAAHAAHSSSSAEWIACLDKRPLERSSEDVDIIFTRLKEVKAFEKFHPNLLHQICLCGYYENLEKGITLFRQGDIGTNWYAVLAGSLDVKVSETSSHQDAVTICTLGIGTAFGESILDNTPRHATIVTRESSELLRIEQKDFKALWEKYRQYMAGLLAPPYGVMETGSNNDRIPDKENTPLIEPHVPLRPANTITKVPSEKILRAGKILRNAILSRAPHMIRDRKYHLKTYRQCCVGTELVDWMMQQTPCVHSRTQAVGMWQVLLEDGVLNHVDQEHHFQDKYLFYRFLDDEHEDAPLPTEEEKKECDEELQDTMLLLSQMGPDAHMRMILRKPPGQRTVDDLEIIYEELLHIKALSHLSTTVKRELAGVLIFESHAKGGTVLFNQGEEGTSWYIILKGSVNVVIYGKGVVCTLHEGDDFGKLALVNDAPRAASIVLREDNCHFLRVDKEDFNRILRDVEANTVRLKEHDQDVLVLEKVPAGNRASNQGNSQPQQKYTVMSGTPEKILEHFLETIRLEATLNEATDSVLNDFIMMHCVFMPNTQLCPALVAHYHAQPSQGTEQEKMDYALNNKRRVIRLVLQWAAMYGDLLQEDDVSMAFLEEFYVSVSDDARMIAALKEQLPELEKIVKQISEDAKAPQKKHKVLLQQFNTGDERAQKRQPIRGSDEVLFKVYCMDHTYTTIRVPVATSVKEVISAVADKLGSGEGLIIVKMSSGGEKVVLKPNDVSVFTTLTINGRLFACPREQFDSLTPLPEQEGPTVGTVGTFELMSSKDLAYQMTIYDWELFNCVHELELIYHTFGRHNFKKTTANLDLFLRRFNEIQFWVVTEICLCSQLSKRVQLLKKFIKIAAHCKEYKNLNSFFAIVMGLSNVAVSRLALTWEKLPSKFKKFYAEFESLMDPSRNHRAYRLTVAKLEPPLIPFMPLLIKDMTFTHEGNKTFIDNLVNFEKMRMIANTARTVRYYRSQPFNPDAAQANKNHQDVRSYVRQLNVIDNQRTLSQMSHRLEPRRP
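EPAC2 (100 nM) mixed with Rap1B loaded with BODIPY-GDP (250 nM) plus 50 uM unlabeled GDP; compounds pinned in, 5 min RT, then read every 5 min for 30 min (ex 480, em 540 nm). Normalized to cAMP control.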
TGFb SMAD3 inh: qHTS for Inhibitors of TGF-b. HepG2 CAGA-GFP TGF-b/SMAD3 reporter, GFP fluorescence, 18 h; TGF-beta stimulated, 500 pg/mL final. Potency, µM (series often up to 46.1 µM), for the others: top-dose activity, negative = inhibition, hits mostly inhibitors. hit rate 1.2% among 410,000. AID 588855, 2011; also: potency is read from the fitted curve at half-maximal effect; % is scaled to controls: 0 for no effect and ±100 for the full control effect; nearly all actives have a fitted effect of over 65% in size
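Inhibition of TGF-beta-driven CAGA-GFP reporter expression in HEPG2 cells is measured by cellular GFP fluorescence after 18 h stimulation with 500 pg/mL recombinant TGF-beta in 1% FBS medium at 37 degrees C.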
* = called active by the depositor; i = inactive; ? = inconclusive; . = no result given; & = joins results of further samples; [ ] = dose if it differs, or a comment. Unless noted, calls follow the shape of the dose curve; as a rule, active = well fitted curve in the direction sought with a large enough effect; inconclusive = small, poorly fitted or top-dose-only effect, or another doubt; inactive = no such curve, though single readings can be large; an effect the other way counts as inactive or inconclusive.

SMILES	A549 tox	ATXN viability	Nrf2 activator	HepG2 tox	ATXN2 expr inh	Nrf2 block	IL-2 act	EPAC2 ag	TGFb SMAD3 inh
CCCOc1ccc(C(=O)Nc2cccc(NC(=O)c3cccc(Cl)c3)c2)cc1	-4%	?	10%	2%	10%	-5%	.	.	-3%
CCOC(=O)C1CCCCN1Cc1ccc(C(F)(F)F)cc1 (stereo not given)	-8%	i	-0.4%	-2%	-4%	-4%	0.2	7%	-4%
CC(=O)c1cccc(-c2ccnc3c2CC(C(=O)NCc2ccccc2)O3)c1 (stereo not given)	.	i	4.6%	-16%	-5%	.	0.8	6%	-9%
CC(OC(=O)Cn1cnc2c1c(=O)n(C)c(=O)n2C)C(=O)NCc1ccccc1 (stereo not given)	3%	i	-0.4%	-5%	-12%	11%	0.7	3%	-4%
O=C(CCc1ccc(O)cc1)N/N=C/c1coc2ccccc2c1=O	1%	.	0.1%	25%	-15%	0%	-1.2	13%	-5%
COc1ccc(-c2cc3nc(C)cc(N4CCN(C(=O)c5ccoc5)CC4)n3n2)cc1	.	i	-2.3%	-10%	-17%	.	-1.9	6%	17%
CCc1ccccc1NC(=O)c1cnccn1	10%	i	3.2%	7%	0%	15%	-0.6	-6%	8%
Cc1ccc(C)c(N(CC(=O)NC2CCCC2)S(=O)(=O)c2ccccc2)c1	-4%	i	2.7%	-5%	-4%	6%	-0.7	-3%	-7%
Cc1ccccc1CN1C(=O)c2ccccc2Sc2ccc(C(=O)OCc3ccco3)cc21	21%	i	-0.7%	5%	1%	.	.	.	-2%
COC(=O)c1ccc(C2c3c(oc4ccccc4c3=O)C(=O)N2c2nc(C)c(C(=O)OC)s2)cc1 (stereo not given)	-6%	i	0.0%	-2%	1%	1%	.	.	-2%
CCOCCCNc1nc2c(-c3ccccc3)nnn2c2ccccc12	1%	i	4.8%	-23%	1%	2%	-0.6	2%	0%
CCN1CCOC(=O)C1CC(=O)Nc1cc(Cl)ccc1OC (stereo not given)	-15%	i	7.9%	-3%	3%	-34%	.	.	?
Cc1cnc(C(=O)OCC(=O)Nc2cc(-c3ccccc3)nn2-c2ccccc2)cn1	-3%	i	-0.6%	5%	2%	3%	1.9	7%	13%
COc1ccccc1N1CC(C)(C)C(=O)N(C(=O)c2ccc(Cl)cc2)C1=S	-24%	?	0.3%	-33%	?	?	-5.7	9%	?
O=C(Nc1ccc(N2CCN(C(=O)c3ccc(Cl)cc3)CC2)cc1)c1cc2ccccc2o1	-3%	i	-0.7%	4%	-9%	-19%	-1.1	10%	-8%
O=C(COCc1cc(-c2cccs2)on1)NCc1cccc(Cl)c1	3%	.	15%	-22%	.	-16%	.	.	?
O=[N+]([O-])c1ccc(/C=N/Nc2cc(Cl)nc(-c3ccccc3)n2)cc1	-1%	i	-0.2%	0%	-39%	-9%	-4.0	4%	6%
CC1=CC=CC2=NC(=O)CC(C)(C(=O)N(CC(=O)NC(C)C)C3CCCC3)N12 (stereo not given)	1%	i	-0.2%	-1%	7%	0%	-2.8	-7%	-12%
CCCn1c(N2CCN(C(=O)Nc3ccccc3)CC2)nc2ccccc21	-9%	i	0.3%	-29%	-4%	?	-4.2	4%	9%
CC(C)N(Cc1ccccc1)C(=O)CCc1ccccc1	5%	i	-0.2%	-2%	4%	-1%	-2.8	-7%	0%
COC(=O)C1(C)NC(c2ccc(F)cc2)C2C(=O)N(c3ccc(C)cc3)C(=O)C21 (stereo not given)	-4%	i	-0.6%	14%	9%	?	0.6	-5%	25%
CCN1C(=O)CSC1=NC12CC3CC(CC(C3)C1)C2	-9%	i	-0.6%	-39%	-18%	?	-1.4	17%	?
CC1Cc2ccccc2N1C(=O)COC(=O)CSc1ccc(F)cc1 (stereo not given)	-4%	i	0.0%	-1%	-14%	3%	0.2	15%	-18%
COc1ccccc1CNC(=O)C1CCN(c2nc3ccccc3o2)CC1	0%	i	0.0%	5%	?	?	-2.9	4%	0%
Cc1nc2scc(C)n2c(=O)c1S(=O)(=O)NCc1ccccc1Cl	9%&1%	i	-0.4%&0.5%	4%&-40%	2%&-4%	9%&8%	-0.5	2%	3%&-18%

5 entries from above, ordered by the value under IL-2 act, falling:
compound,IL-2 act
CC1Cc2ccccc2N1C(=O)COC(=O)CSc1ccc(F)cc1 (stereo not given),0.2
CCc1ccccc1NC(=O)c1cnccn1,-0.6
O=C(CCc1ccc(O)cc1)N/N=C/c1coc2ccccc2c1=O,-1.2
COc1ccccc1CNC(=O)C1CCN(c2nc3ccccc3o2)CC1,-2.9
O=[N+]([O-])c1ccc(/C=N/Nc2cc(Cl)nc(-c3ccccc3)n2)cc1,-4.0

Other records:
SMILES	A549 tox	ATXN viability	Nrf2 activator	HepG2 tox	ATXN2 expr inh	Nrf2 block	IL-2 act	EPAC2 ag	TGFb SMAD3 inh
COc1ccc(/C=N/NC(C)(C)C)c(OC)c1	1%	i	2.3%	-21%	-23%	?	-0.4	8%	9%
Cn1cccc1/C=C1\SC(=O)N(c2ccc(O)cc2)C1=O	-6%	i	0.7%	5%	1%	15%	51*	1%	-2%
CCCn1c(SCC(=O)Nc2nnc(-c3ccccc3)s2)nnc1-c1ccccn1	-3%	i	-0.2%	-2%	13%	16%	0.3	-4%	-5%
CCOc1cc(/C=N/O)ccc1OCc1ccc([N+](=O)[O-])cc1	16%	i	0.5%	-10%	11%	15%	-0.8	-1%	10%
O=C(CNC(=O)c1ccc(Cl)cc1)NCC(F)(F)F	-5%	i	-0.9%	12%	20%	1%	-0.4	-2%	8%
CCc1cccc(NC(=O)c2cnn(-c3ccccc3)c2C)c1	-1%	i	2.8%	-7%	38%	?	-0.5	10%	2%
CCOC(=O)C1CCCN(Cc2ccc(-c3ccccc3)cc2)C1 (stereo not given)	6%	?	4.1%	3%	.	-1%	0.0	-8%	6%
Cc1ccc(-c2csc(NC(=O)C3CCN(S(=O)(=O)c4cccs4)CC3)n2)cc1	-1%	i	3.4%	-30%	?	?	1.0	27%	-26%
CC(=O)c1cccc(NC(=O)Cn2c(=O)oc3cc(S(=O)(=O)NCc4ccccc4)ccc32)c1	9%	.	0.7%	-4%	.	.	.	.	-25%
O=C(NCc1cccnc1)c1csc2c1CCCC2	0%	i	-0.7%	-13%	-14%	-28%	-3.2	11%	5%
O=C1CCN(Cc2ccc(Cl)cc2)N1	17%	i	1.7%	1%	.	-5%	-0.1	5%	28%
Cc1ccc(-c2nc(Nc3ccc(O)cc3)c3ccccc3n2)cc1	?	i	16%	-119%	14%	4%	-0.2	10%	?
Cc1onc(-c2ccccc2)c1C(=O)NCc1ccc(Cl)cc1	3%	i	-0.8%	3%	-24%	1%	-3.5	0%	-1%
CC(=O)c1c(C)nc(-c2ccccc2)nc1NC(=O)Cc1ccccc1	1%	i	2.3%	11%	20%	3%	-6.5	-1%	1%
CN=Cc1cc(-c2ccccc2)sc1O	?	i	3.5%	4%	35%[activator]	-21%	-0.4	-2%	2%
CN1CCC(OC(=O)COc2ccc(F)cc2)CC1	-4%	i	-0.4%	11%	-7%	9%	-0.1	6%	-12%
CCc1nc(N2CCOCC2)c(C#N)c2c1CCCC2	-3%	i	-0.2%	-31%	6%	-11%	-1.5	7%	-5%
CC(C)(C)c1ccc(Cn2nnc3c(=O)[nH]c(C4CCN(C(=O)c5ccco5)CC4)nc32)cc1	?	i	2.8%	-20%	-19%	26µM*	-1.7	2%	13µM*
Cc1onc(-c2ccccc2)c1C(=O)Nc1ccnn1C1CCCCC1	4%	i	-0.9%	-16%	0%	-16%	-1.5	1%	-22%
CCc1ccc(C(=O)NC(Cc2c[nH]c3ccccc23)C(=O)OCC(=O)c2ccc(Br)cc2)cc1 (stereo not given)	6%	.	2.8%	-38%	.	.	.	.	-5%
O=C(C/C=N/OCc1ccc(Cl)cc1Cl)c1ccccc1	-5%	i	1.8%	-18%	3%	1%	0.2	10%	-7%
CSc1cccc(NC(=S)N(Cc2ccc(C)cc2)Cc2cccnc2)c1	1%	i	3.1%	-3%	-2%	?	-0.9	-17%	-29%
O=C(CCc1nc2cccnc2n1Cc1ccccc1)NCCc1ccc(Cl)cc1	1%	?	0.1%	-12%	7%	-8%	-0.2	-4%	-22%
CCOc1ccc(C(=O)OC(C)CN2CCN(C)CC2)cc1 (stereo not given)	8%	i	0.8%	11%	10%	17%	-2.9	10%	8%
Cc1nn(C(=O)c2ccccc2)c(C)c1Sc1ccc(Cl)cc1	5%	28µM*	-5.4%	-50%	25µM*	-24%	.	.	?
O=C(NCc1ccco1)C1CC(c2ccc(C(F)(F)F)cc2)=NO1 (stereo not given)	-1%	i	-0.9%	6%	1%	4%	-0.1	3%	0%
O=C(Nc1cccc(C(F)(F)F)c1)C1CC(=O)N(Cc2ccco2)C1 (stereo not given)	.	.	3.4%	2%	.	.	9.2	1%	6%
CCN1C(=NCc2cc(OC)c(OC)c(OC)c2)N[C@@H](c2ccccc2)C(C(=O)OC)=C1C	5%	i	-0.4%	3%	-1%	4%	-0.1	4%	18%
Cc1cc(NC(=O)C(=O)NCc2cccc(Cl)c2)no1	8%	i	4.0%	-44%	2%	0%	-5.1	4%	0%
O=C(O)C1CCCCC1C(=O)NCCc1ccccc1 (stereo not given)	6%[1.84 µM]	i	-0.2%	-3%	4%	1%	-2.4	0%	-22%

Quoted from the listing.
Under Nrf2 block, `Cc1onc(-c2ccccc2)c1C(=O)NCc1ccc(Cl)cc1` is entered as 1%
Under Nrf2 activator, `CC(C)(C)c1ccc(Cn2nnc3c(=O)[nH]c(C4CCN(C(=O)c5ccco5)CC4)nc32)cc1` is entered as 2.8%
